Screening results deposited in PubChem BioAssay by several laboratories.
OX1R antag-1 = antagonists of human orexin 1 receptor | 330,000 tested, 0.43% active | CHO/OX1R cells, Fluo-8 calcium fluorescence, orexin A | inhibition, % at 5 µM | AID 434989 | O43613;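 active = inhibition above its plate's threshold, mean inhibition of all tested compounds on the plate plus 3 SD, cut at about 37% in these data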;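 note: 0% = orexin A challenge wells and 100% = SB-334867-A antagonist wells; not every result past the cut was called active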
Target sequence (O43613 whole entry, looked up): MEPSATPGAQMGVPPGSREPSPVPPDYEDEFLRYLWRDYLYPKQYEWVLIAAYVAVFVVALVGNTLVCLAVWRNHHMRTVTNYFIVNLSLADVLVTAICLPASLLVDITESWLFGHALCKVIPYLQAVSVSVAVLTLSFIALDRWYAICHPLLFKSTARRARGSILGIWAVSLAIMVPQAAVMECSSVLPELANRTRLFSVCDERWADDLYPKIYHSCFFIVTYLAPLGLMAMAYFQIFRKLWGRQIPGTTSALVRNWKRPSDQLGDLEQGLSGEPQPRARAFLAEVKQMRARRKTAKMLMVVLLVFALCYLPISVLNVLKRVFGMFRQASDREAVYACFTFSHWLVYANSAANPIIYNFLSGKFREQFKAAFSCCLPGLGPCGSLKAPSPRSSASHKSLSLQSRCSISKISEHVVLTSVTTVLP
OX1R antag-2 = antagonists of human orexin 1 receptor (OX1R); O43613; OX1R-expressing cells, FRET antagonist read-out; inhibition, % at 6.6 µM; 330,000 tested, 1.8% active; AID 485270; in the data active = inhibition mostly above about 38%, no sharp cut-off; inactive = mostly below about 40%;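 note: 0% = agonist challenge alone and 100% = reference antagonist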
CHT allo act = allosteric activators of human choline transporter CHT | CHT-expressing cells, membrane potential dye, choline EC20; stronger effect = higher value; LV-AA mutant CHT in HEK293 cells | 310,000 tested, 0.49% active | Q9GZV3 | B-score at 10 µM;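 active = initial fluorescence not abnormally high and integrated response B-score, plate-corrected, over 3 SD above library mean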
Target sequence (Q9GZV3 whole entry, looked up): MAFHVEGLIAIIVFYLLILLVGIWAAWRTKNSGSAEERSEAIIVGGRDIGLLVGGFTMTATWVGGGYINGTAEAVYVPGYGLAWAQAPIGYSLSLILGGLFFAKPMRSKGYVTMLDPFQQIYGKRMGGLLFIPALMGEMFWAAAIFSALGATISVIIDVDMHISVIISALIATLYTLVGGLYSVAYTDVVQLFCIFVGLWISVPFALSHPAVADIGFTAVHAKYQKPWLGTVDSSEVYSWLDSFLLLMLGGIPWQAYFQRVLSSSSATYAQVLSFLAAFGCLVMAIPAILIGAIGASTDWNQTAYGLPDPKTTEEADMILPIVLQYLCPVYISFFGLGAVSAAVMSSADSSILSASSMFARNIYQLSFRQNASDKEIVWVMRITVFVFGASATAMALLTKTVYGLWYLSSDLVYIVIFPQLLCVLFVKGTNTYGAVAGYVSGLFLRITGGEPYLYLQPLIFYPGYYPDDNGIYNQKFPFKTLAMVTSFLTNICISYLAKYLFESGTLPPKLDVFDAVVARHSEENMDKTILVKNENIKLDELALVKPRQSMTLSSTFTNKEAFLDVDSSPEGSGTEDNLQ
* = called active by the depositor; i = inactive; · = not tested or not shown.

| Molecule | CHT allo act | OX1R antag-2 | OX1R antag-1 |
| --- | --- | --- | --- |
| Cc1ccc(C(=O)OCC(=O)NC2CCS(=O)(=O)C2)c(C)c1 (centres undefined) | · | 3 | -13 |
| C/C(=N\Nc1nc2ccccc2[nH]1)c1ccccn1 | i | 4 | -17 |
| COc1ccccc1/C=C/C(=O)OCC(=O)c1c(N)n(C)c(=O)n(C)c1=O | i | 15 | -7 |
| C=CCn1c(N)c(C(=O)NC2CCCCC2)sc1=S | i | 20 | -19 |
| CC(C)NC(=O)CCCC(=O)NC(C)C | i | 9 | -7 |
| O=S(=O)(NCC1CCCO1)c1ccc(Cl)c(C(F)(F)F)c1 (centres undefined) | i | 5 | -5 |
| Cc1[nH]c(=S)c(C#N)c(C)c1C(=O)Nc1ccccc1 | i | 16 | -15 |
| CN(C)c1ccc(Nc2nc(N)c3ccccc3n2)cc1 | 7.4* | 3 | -13 |
| Cc1ccc(CNC(=O)CNC(=O)c2ccc(Br)o2)cc1 | i | 6 | 2 |
| O=C(O)CSc1c[nH]c2ccccc12 | i | 15 | -10 |
| Cc1c(Cl)cccc1-n1c(SCC(=O)N(C)Cc2ccccc2)nnc1-c1ccncc1 | i | 12 | -28 |
| COc1ccc(CNC(=O)c2cc(=O)c3cc(C)ccc3o2)cc1 | i | 11 | -13 |
| CN(C)CCCN(C(=O)CCSc1ccccc1)c1nc2cc3c(cc2s1)OCO3 | i | 8 | 7 |
| Cc1ccc(Nc2nc(N)nc(CSc3nnc(-c4ccncc4)o3)n2)cc1 | i | 6 | -10 |
| COc1ccccc1OCC(O)CN1C(=O)NC(C)(C)C1=O (centres undefined) | i | 6 | -9 |
| COc1cc(C(=O)N/N=C(\c2ccccc2)c2ccccn2)cc(OC)c1OC | i | 20 | -29 |
| Cn1c(COc2ccc(Cl)cc2)nnc1SCC(=O)Nc1ccc2c(c1)CCC2 | i | 1 | -18 |
| CCc1noc(C)c1C(=O)NNC(=O)COc1ccc(C)cc1 | i | 15 | -8 |
| CN(C)C(=O)NC(O)C(Cl)Cl (centres undefined) | i | 5 | -4 |
| COc1ccc(CNc2ccc([N+](=O)[O-])cc2C)cc1 | i | 5 | 10 |
| O=C1COc2ccc(N3C(=O)C=CC3=O)cc2N1 | i | 11 | 1 |
| CC1CN(C)C(C)c2c1oc1ccc([N+](=O)[O-])cc21 (centres undefined) | i | 3 | -4 |
| CC(C)S(=O)(=O)c1cnc(N2CCOCC2)nc1N | i | 12 | 2 |
| Cc1oc2ccc(OCc3c(F)cccc3Cl)cc2c1C(=O)O | i | 32 | -16 |
| CCS(=O)(=O)N1CCC(C(=O)NC2CCCCCCC2)CC1 | i | 8 | 3 |

| Molecule | CHT allo act | OX1R antag-2 | OX1R antag-1 |
| --- | --- | --- | --- |
| CCCOC(=O)/C(=C\C=C\c1ccco1)NC(=O)c1ccccc1 | i | 11 | -25 |
| CC1(C)Cc2ccccc2-c2nc3n(c(=O)c21)CCS3 | i | 14 | -21 |
| Cn1c(=O)oc2cc(S(=O)(=O)N3CCCC(C(=O)NCc4cccs4)C3)ccc21 (centres undefined) | i | 2 | -30 |
| CCCN1CCN(CCCNC(=O)c2cc3c(s2)-c2ccccc2OC3)CC1 | i | 21 | -59 |
| COc1ccc(C(=O)N/N=c2\oc3ccccc3cc2C(N)=O)cc1 | i | 50 | -11 |
| CN(C)/C(=N\S(=O)(=O)c1ccc(Br)cc1)c1ccccc1 | i | 6 | -12 |
| COc1ccc(/C=C/c2cc(-c3ccc(C)cc3)o[n+]2C)cc1 | i | 37 | -2 |
| COc1ccc(/C=C2\SC(=S)N(CC(=O)NC3CCS(=O)(=O)C3)C2=O)cc1 (centres undefined) | i | 8 | -27 |
| CCOC(=O)/C=C1\NC(=O)CS1 | i | 17 | -10 |
| O=C1CC(c2ccccc2)CC2=C1C=Nc1ccccc1N2 (centres undefined) | i | 20 | -19 |
| CC1CCCCC1NC(=O)c1cc2c(=O)n3ccccc3nc2n1C (centres undefined) | i | 3 | -16 |
| NS(=O)(=O)c1ccc(CCNC(=O)c2ccc(-c3ccccc3)cc2)cc1 | i | -6 | -13 |
| O=C1CNC(=O)/C1=C/c1ccc(Br)cc1 | i | 5 | 2 |
| C=CCn1c(Cc2ccc(OC)cc2)nnc1SCC(N)=O | i | 19 | 3 |
| CSC1=N/C(=C/c2ccc(-n3cncn3)cc2)C(=O)N1 | i | 86* | -11 |
| Cc1csc(NC(=O)C2CC(=O)N(c3ccc4c(c3)OCCO4)C2)n1 (centres undefined) | · | 8 | -2 |
| FC(F)(F)c1cnc(N/N=C/c2ccncc2)c(Cl)c1 | i | 16 | -5 |
| COc1ccccc1C(=O)NC1CCN(C(=O)Nc2ccc(C)cc2)CC1 | i | 10 | -1 |
| O=C(CNC(=O)c1ccc(Cl)cc1Cl)NCc1ccccn1 | · | 0 | -16 |
| Cc1ccnn1CC(=O)N/N=C/c1cccs1 | i | 9 | -12 |
| CCc1c(C2(O)CCCCC2)[nH]c2c(C(=O)OC)cc(Cl)cc12 | i | 21 | -28 |
| CCCCn1nnc(NC(=O)c2cc3ccccc3o2)n1 | i | 7 | -24 |
| CC(=O)N1c2ccc(S(=O)(=O)NCCC(=O)Nc3ccccc3C)cc2CC1C (centres undefined) | i | 8 | -19 |
| CC(C)[C@H](NC(N)=O)C(=O)Nc1ccc2c(c1)CCC2 | i | 12 | -1 |
| CS(=O)(=O)N1N=C(c2ccc(Cl)cc2)CC1c1cccs1 (centres undefined) | i | 8 | -15 |

Taken from above (23 entries):
| Molecule | CHT allo act | OX1R antag-2 | OX1R antag-1 |
| --- | --- | --- | --- |
| Cn1c(=O)oc2cc(S(=O)(=O)N3CCCC(C(=O)NCc4cccs4)C3)ccc21 (centres undefined) | i | 2 | -30 |
| CCCN1CCN(CCCNC(=O)c2cc3c(s2)-c2ccccc2OC3)CC1 | i | 21 | -59 |
| COc1ccc(C(=O)N/N=c2\oc3ccccc3cc2C(N)=O)cc1 | i | 50 | -11 |
| CN(C)/C(=N\S(=O)(=O)c1ccc(Br)cc1)c1ccccc1 | i | 6 | -12 |
| COc1ccc(/C=C/c2cc(-c3ccc(C)cc3)o[n+]2C)cc1 | i | 37 | -2 |
| COc1ccc(/C=C2\SC(=S)N(CC(=O)NC3CCS(=O)(=O)C3)C2=O)cc1 (centres undefined) | i | 8 | -27 |
| CCOC(=O)/C=C1\NC(=O)CS1 | i | 17 | -10 |
| O=C1CC(c2ccccc2)CC2=C1C=Nc1ccccc1N2 (centres undefined) | i | 20 | -19 |
| CC1CCCCC1NC(=O)c1cc2c(=O)n3ccccc3nc2n1C (centres undefined) | i | 3 | -16 |
| NS(=O)(=O)c1ccc(CCNC(=O)c2ccc(-c3ccccc3)cc2)cc1 | i | -6 | -13 |
| O=C1CNC(=O)/C1=C/c1ccc(Br)cc1 | i | 5 | 2 |
| C=CCn1c(Cc2ccc(OC)cc2)nnc1SCC(N)=O | i | 19 | 3 |
| CSC1=N/C(=C/c2ccc(-n3cncn3)cc2)C(=O)N1 | i | 86* | -11 |
| Cc1csc(NC(=O)C2CC(=O)N(c3ccc4c(c3)OCCO4)C2)n1 (centres undefined) | · | 8 | -2 |
| FC(F)(F)c1cnc(N/N=C/c2ccncc2)c(Cl)c1 | i | 16 | -5 |
| COc1ccccc1C(=O)NC1CCN(C(=O)Nc2ccc(C)cc2)CC1 | i | 10 | -1 |
| O=C(CNC(=O)c1ccc(Cl)cc1Cl)NCc1ccccn1 | · | 0 | -16 |
| Cc1ccnn1CC(=O)N/N=C/c1cccs1 | i | 9 | -12 |
| CCc1c(C2(O)CCCCC2)[nH]c2c(C(=O)OC)cc(Cl)cc12 | i | 21 | -28 |
| CCCCn1nnc(NC(=O)c2cc3ccccc3o2)n1 | i | 7 | -24 |
| CC(=O)N1c2ccc(S(=O)(=O)NCCC(=O)Nc3ccccc3C)cc2CC1C (centres undefined) | i | 8 | -19 |
| CC(C)[C@H](NC(N)=O)C(=O)Nc1ccc2c(c1)CCC2 | i | 12 | -1 |
| CS(=O)(=O)N1N=C(c2ccc(Cl)cc2)CC1c1cccs1 (centres undefined) | i | 8 | -15 |

The listing continues.
| Molecule | CHT allo act | OX1R antag-2 | OX1R antag-1 |
| --- | --- | --- | --- |
| COc1ccc(Cn2nnnc2C(c2cc3ccc(OC)cc3[nH]c2=O)N2CCCCCC2)cc1 (centres undefined) | i | 12 | -19 |
| O=C(NN=C1CCCCCC1)c1cccs1 | i | 22 | -8 |
| CN(C)c1ccnc(-n2cccc2/C=N/OCc2cccc(F)c2)c1C#N | i | 33 | -11 |
| CSc1ccc(/C=N\NC(=O)CNc2ccc(C)cc2)cc1 | i | 13 | -10 |
| CC(C)NC(=O)N(C)C[C@H]1Oc2ccc(NS(=O)(=O)c3cn(C)cn3)cc2C(=O)N([C@H](C)CO)C[C@@H]1C | · | 2 | -7 |
| COC(=O)c1ccc(Oc2c(C(F)(F)F)oc3c(CN4CCN(C)CC4)c(O)ccc3c2=O)cc1 | i | 3 | -18 |
| O=C(CCCC(=O)N(CC(=O)NC1CCCC1)Cc1ccccc1)Nc1ccccn1 | i | 12 | -34 |
| COC(=O)c1sccc1NC(=O)CN(C)NS(=O)(=O)c1ccc([N+](=O)[O-])cc1 | i | 40 | -21 |
| COc1ccc(C(=O)NCCS(=O)(=O)NCc2ccccc2OC)cc1 | i | 8 | -10 |
| Nc1[nH]c(=O)ncc1F | i | 10 | 11 |
| CCOC(=O)NC(Nc1sc2c(c1C(=O)OC)CCN(C)C2)(C(F)(F)F)C(F)(F)F | 7.6* | 5 | -26 |
| O=C(CNC(=O)c1ccc(Br)o1)NNC(=O)c1cccc(Cl)c1 | i | 14 | -4 |
| NC(=O)c1cnccn1 | i | 7 | -4 |
| CC(=NCCc1c(C)[nH]c2ccc(OCc3ccccc3)cc12)C1=C(O)CC(c2ccccc2)CC1=O (centres undefined) | i | 10 | -22 |
| CCOc1cccc(-c2nnc3sc(COc4ccc(C)cc4)nn23)c1 | i | 1 | -1 |
| CC(=O)Oc1ccc2oc(/C=C/N(C)C)c([N+](=O)[O-])c2c1 | i | 50* | 4 |
| O=C(NNS(=O)(=O)c1ccc(F)cc1)c1ccc([N+](=O)[O-])cc1Cl | i | 16 | -7 |
| CCN(CC)CCCNC(=O)c1cn(C)c(=O)c2c1c1ccccc1n2C | i | -1 | -8 |
| CC1(C)Cc2c(cnn2-c2cccc(F)c2)C(NC(=O)CCc2cnccn2)C1 (centres undefined) | i | 3 | -21 |
| CCOc1ccc(NC(=O)Cc2c(C(=O)O)n(C)c3ccccc23)cc1 | i | 7 | -15 |
| Cc1nn(-c2ccccc2)c(C)c1C(=O)OCC(=O)c1c(N)n(CC(C)C)c(=O)n(C)c1=O | i | 10 | 18 |
| CCN1C(=O)[C@H]2[C@@H](c3ccc(C)cc3)N3C(=O)N(c4ccccc4)C(=O)[C@@]3(Cc3ccccc3)[C@H]2C1=O | i | 12 | -5 |
| CN(C)c1ccc(CNc2nc3ccccc3s2)cc1 | i | 11 | -7 |
| COc1ccc(CCNC(=O)c2cc(-c3ccccn3)nc3c(Cl)cccc23)cc1OC | i | 39 | -31 |
| CCCC(C)C(=O)Nc1nnc(CCc2ccccc2)s1 (centres undefined) | i | 12 | -51 |

| Molecule | CHT allo act | OX1R antag-2 | OX1R antag-1 |
| --- | --- | --- | --- |
| Cc1ccc(C(=O)c2cc3c(cc2N)OCCO3)cc1 | i | 6 | 2 |
| CN1CCN(S(=O)(=O)c2ccc3c(c2)NC(=O)CS3)CC1 | i | 10 | -10 |
| O=C(Nc1cc(Cl)ccc1O)c1cc2n(n1)C(C(F)(F)F)CC(c1ccc3c(c1)OCO3)N2 (centres undefined) | i | 37 | 9 |
| CNC(=S)N1CCn2cccc2C1c1ccc(F)cc1 (centres undefined) | i | 23 | -7 |
| Cc1ccc(-n2nc3c(=S)[nH]nc(C)c3c2C)cc1 | i | -114 | -10 |
| CCOc1ccc(CNC(=O)CCS(=O)(=O)Cc2cccc(Cl)c2)cc1OC | i | 9 | -21 |
| Cc1cccc(CCNC(=O)CC2C(=O)NCCN2Cc2ccc(F)c(F)c2)n1 (centres undefined) | i | 4 | -21 |
| COc1cc(OC)c2c(-c3ccccc3)cc(=O)oc2c1C(CC(=O)N1CCOCC1)c1ccc(N(C)C)cc1 (centres undefined) | i | 29 | -27 |
| COc1cccc(CSc2nnc(-c3ccc(F)cc3)o2)c1 | i | 3 | 3 |
| CC[C@]12c3[nH]c4cc(-c5ccco5)ccc4c3CCN1C(=O)[C@@H](CC(=O)NC(C)(C)C)C[C@@H]2C(=O)N1CCN(C(=O)C2CC2)CC1 | · | -1 | -43 |
| Cc1ccc(-n2ncc3c(=O)n(CC(=O)Nc4cccc(Cl)c4)cnc32)cc1C | i | 11 | -5 |
| CCOc1ccccc1/C=N/NC(=O)c1nnn(-c2nonc2N)c1CN1CCCCCC1 | i | 11 | -6 |
| O=C(NCCCc1ccccc1)c1ccc(F)cc1 | i | 5 | -11 |
| CCN(CC)CCCNC(=S)N(CCO)Cc1cc2cc3c(cc2[nH]c1=O)OCCO3 | i | -1 | -9 |
| O=C1c2ccsc2SCCN1Cc1cccc(Cl)c1 | i | 33 | -13 |
| Cc1nc(SC(C)C(=O)NC2CCCCC2C)c2c(C)c(C)sc2n1 (centres undefined) | i | 15 | -14 |
| COc1ccc(Cl)cc1NC(=O)CN1CCN(S(=O)(=O)c2ccc(F)cc2)CC1 | i | 13 | -31 |
| CCC(C)(C)C(=O)O | · | -2 | -6 |
| O=C(NCc1ccc(Cl)cc1)c1ccc(-n2cccn2)nc1 | i | 12 | -8 |
| Cc1cc(C)c(C)c(OCCN2CC(C)OC(C)C2)c1 (centres undefined) | i | -8 | -11 |
